HDAC3 inh – blocks human histone deacetylase 3 | recombinant HDAC3, fluorogenic peptide/trypsin coupled, fluorescence | AID 2718 | 0.15% of 320,000 active | inhibition, % at 8.3 µM | O15379; in the data active means inhibition above about 26%, passing the limit was not always enough; inconclusive means no clear call, values can overlap the other calls
Target sequence (O15379 whole entry, looked up): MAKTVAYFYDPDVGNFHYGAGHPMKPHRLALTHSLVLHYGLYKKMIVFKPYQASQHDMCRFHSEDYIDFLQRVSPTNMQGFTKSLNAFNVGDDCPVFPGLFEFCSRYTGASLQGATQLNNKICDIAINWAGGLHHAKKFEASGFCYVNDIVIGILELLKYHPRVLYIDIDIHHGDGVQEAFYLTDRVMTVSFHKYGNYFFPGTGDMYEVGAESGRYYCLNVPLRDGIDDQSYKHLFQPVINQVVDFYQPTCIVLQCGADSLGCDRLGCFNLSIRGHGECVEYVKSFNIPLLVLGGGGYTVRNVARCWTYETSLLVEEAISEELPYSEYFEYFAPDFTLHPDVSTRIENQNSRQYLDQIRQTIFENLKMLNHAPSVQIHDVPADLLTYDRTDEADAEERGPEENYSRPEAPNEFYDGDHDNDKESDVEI
Platelet DG rel – platelet dense granule release activity; 0.22% of 300,000 active; human platelet-rich plasma, SFLLRN dense granule ATP release, luminescence; inhibition, %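 (compounds screened at 7.5 µM in platelet-rich plasma)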;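 active means mean replicate score, as percent of positive control, at or above 50; inconclusive means mean below 50 but at least one replicate at or above 50; inactive means mean and every replicate below 50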
IEC-6 tox – IEC-6 cytotoxicity, counter-screen for KLF5 inhibitors; luminescence viability; inhibition, % at 5 µM; 0.78% of 290,000 active; in the data active means inhibition above about 22%;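 further: 0% = plate median of test compound wells and 100% = cytotoxic reference compound wells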
HSF1 inh – HSF1 inhibition; NIH3T3-HGL HSE-luciferase, MG132-induced, luminescence 8 h; active compounds read low; activity change, negative = inhibition, % at 7.5 µM (by protocol); 0.77% of 300,000 active; AID 2098;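 active means more than half of replicate wells show activity change below -50%, luminescence cut by over half; inconclusive means some wells, but at most half, below -50%; inactive means no replicate well below -50%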;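 further: luciferase reports HSF-1 transcriptional activity via heat shock element; 0% = median of DMSO wells and -100% = zero luminescence signal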
aSyn UTR inh – 5' untranslated region of α-synuclein, MLPCN primary screen | alpha-synuclein 5'UTR reporter, inhibitor activity | inhibition, % (tested at 7.5 µM) | 0.82% of 300,000 active | AID 1813; in the data active means inhibition above about 60%; inconclusive means no clear call, values can overlap the other calls;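 further: H4 neuroglioblastoma cells stably carrying SNCA 5'UTR luciferase fusion; 0% = DMSO wells and 100% = positive control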
HIF act – HIF pathway transcriptional activation; 0.32% of 300,000 active; activation, % at 7.5 µM (by protocol); U2OS HRE-luciferase reporter, luminescence; normalized: DMSO 0%, desferrioxamine 100%;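 active means mean activation of at least 10% of the iron chelator positive control signal, with at least half of replicates also reaching 10%; inconclusive means mean and replicate majority disagree about reaching 10%; inactive means mean and most replicates under 10%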
KLF5 inh – suppresses KLF5 promoter-driven expression | DLD-1 KLF5 promoter-luciferase reporter, luminescence | inhibition, % at 5 µM | 0.23% of 290,000 active;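 active means inhibition above a per-plate limit of that plate's mean compound inhibition plus 3 SD, cut at about 60% in these data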;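 further: 0% = DMSO wells and 100% = LY294002 at 200 µM; higher means less KLF5 promoter-driven luciferase light; inactives centre near -14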
HSP90 inh – HSP90 refolding inhibition in rabbit reticulocyte lysate; inhibition, % at 5.6 µM; 0.91% of 290,000 active; AID 1789; luciferase refolding luminescence, 3 h;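 active means inhibition above the screen-wide mean plus 3 SD, computed separately per campaign, cut at about 16% in these data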;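 further: 0% = DMSO wells and 100% = 60 µM geldanamycin wells; inhibitors lower the luminescence because luciferase stays unfolded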
HSF1 activator – increases HSF-1 driven luciferase reporter signal; 1.7% of 300,000 active; AID 504408; activation, % at 9 µM; NIH3T3-HGL HSF-1 luciferase reporter, MG132, 8 h; 100% = twice DMSO control signal;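 active means mean replicate activation of at least 50% with a set share of replicates each reaching 50%; inconclusive means only one of those two conditions met; inactive means mean below 50% and too few replicates reaching it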;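 further: 0% = median of the neutral control wells and 100% = twice that signal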
AI-2 QS mod – modulates the Vibrio harveyi AI-2 quorum sensing system; Vibrio harveyi JMH597 AI-2 luminescence/OD600 ratio, 9 h; active compounds read low; strain lacks LuxN and CqsS sensors; 0 = neutral-control median; activity change, % at 7.5 µM; 0.4% of 300,000 active; AID 2094; in the data active means activity change below about -75%, passing the limit was not always enough; inconclusive means no clear call, values can overlap the other calls;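 further: luminescence divided by OD600 gain over 9 h not by final OD600 alone; inactives centre near 13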
Active calls of the source: *.

Screening CC(=O)Nc1cccc(/C(C)=N/NS(=O)(=O)c2ccccc2)c1 returned HDAC3 inh -2.4, Platelet DG rel -1.2, IEC-6 tox 3.7, HSF1 inh -28.5, aSyn UTR inh 14.8, HIF act 0.1, KLF5 inh -21.4, HSP90 inh -2.6, HSF1 activator -28.9 and AI-2 QS mod 12.6.
`Cc1ccc2cc(C#N)c(N3CCN(C(=O)c4cccs4)CC3)nc2c1` gave HDAC3 inh -4.6, Platelet DG rel 1.7, IEC-6 tox 9.2, HSF1 inh -7.3, aSyn UTR inh 21.8, HIF act -1.1, KLF5 inh -31.4, HSP90 inh 2.9, HSF1 activator -19.9 and AI-2 QS mod 4.4.
`CCCCN(S(=O)(=O)c1ccccc1)S(=O)(=O)c1ccccc1` gave HDAC3 inh 6.5, Platelet DG rel 0.6, IEC-6 tox -8.3, HSF1 inh -3.2, aSyn UTR inh 18.2, HIF act -0.6, KLF5 inh -27.1, HSP90 inh -1.9, HSF1 activator 0.2 and AI-2 QS mod 17.5.
CCc1ccc(N2C(=O)C(Cl)=C(N3CCCCCC3)C2=O)cc1 was read as HDAC3 inh -4.2, Platelet DG rel 0.6, IEC-6 tox -2.9, HSF1 inh 8.7, aSyn UTR inh -11.8, HIF act -1.7, KLF5 inh -37.5, HSP90 inh 2.7, HSF1 activator 16.0 and AI-2 QS mod 5.8.
For COc1ccc(NC(=O)CCS(=O)(=O)c2ccc3c(c2)CCCN3C(C)=O)cc1Cl the results were HDAC3 inh 0.1, Platelet DG rel -2.4, IEC-6 tox -5.7, HSF1 inh 6.8, aSyn UTR inh -9.1, HIF act -0.2, KLF5 inh -11.4, HSP90 inh -1.1, HSF1 activator -2.5 and AI-2 QS mod 21.0.
For O=S(=O)(NCC1CC1)c1cccc(S(=O)(=O)N2CCCC2)c1 the results were HDAC3 inh -2.5, Platelet DG rel -3.4, IEC-6 tox -4.4, HSF1 inh -4.0, aSyn UTR inh -18.9, HIF act -0.7, KLF5 inh -4.7, HSP90 inh 1.9, HSF1 activator -5.5 and AI-2 QS mod 28.7.
For COc1ccc(-c2cc(C(=O)Nc3ccccc3F)on2)cc1 the results were HDAC3 inh -8.4, Platelet DG rel -15.4, IEC-6 tox 2.2, HSF1 inh 34.7, aSyn UTR inh -30.1, HIF act -14.5, KLF5 inh 17.8, HSP90 inh -4.2, HSF1 activator 54.0* and AI-2 QS mod 13.1.
Screening CC1CCc2c(C(=O)NCCN3CCOCC3)csc2C1 (centres undefined) returned HDAC3 inh 0.3, Platelet DG rel 7.0, IEC-6 tox -3.7, HSF1 inh -1.4, aSyn UTR inh 11.0, HIF act 0.1, KLF5 inh -13.4, HSP90 inh -5.5, HSF1 activator 4.7 and AI-2 QS mod 28.7.
Screening CCOC(=O)C1=C(O)/C(=C\c2ccc(CNS(=O)(=O)c3ccc(Br)cc3)o2)N=C1C returned HDAC3 inh 3.7, Platelet DG rel 4.7, IEC-6 tox -0.6, HSF1 inh -5.0, aSyn UTR inh -14.0, HIF act -0.7, KLF5 inh -3.5, HSP90 inh 4.2, HSF1 activator -6.8 and AI-2 QS mod 9.0.
For COc1ccc(C(CNC(=O)c2cccc(NS(=O)(=O)c3ccc(C)c(F)c3)c2)N(C)C)cc1 (centres undefined) the results were HDAC3 inh -0.3, Platelet DG rel 12.9, HSF1 inh 6.6, aSyn UTR inh -26.9, HIF act -0.9, HSF1 activator 27.7 and AI-2 QS mod 14.5.
Screening COc1ccc(C(=O)/C(C)=N/O)cc1OC returned HDAC3 inh 2.3, Platelet DG rel -5.3, IEC-6 tox 0.5, HSF1 inh -5.6, aSyn UTR inh 29.9, HIF act -0.3, KLF5 inh -3.0, HSP90 inh 1.6, HSF1 activator -4.5 and AI-2 QS mod 31.5.
Cc1ccc(C(=O)NC2CCN(CC(=O)Nc3cccc([N+](=O)[O-])c3)CC2)cc1 was read as HDAC3 inh 0.7, Platelet DG rel 8.9, IEC-6 tox 0.3, HSF1 inh -6.4, aSyn UTR inh -11.2, HIF act -0.2, KLF5 inh -22.3, HSP90 inh -3.0, HSF1 activator 10.7 and AI-2 QS mod 33.4.
`O=C(NCCO)c1cc2c(s1)CCC2` gave HDAC3 inh 7.2, Platelet DG rel -2.7, IEC-6 tox 6.4, HSF1 inh -9.7, aSyn UTR inh -10.3, HIF act -11.8, KLF5 inh 1.3, HSP90 inh 0.0, HSF1 activator -8.4 and AI-2 QS mod 15.2.
`Cc1ccc2c(c1)N(C(C)C(=O)NCc1ccc3c(c1)OCO3)C(=O)CO2` (centres undefined) gave HDAC3 inh 3.0, Platelet DG rel -2.9, IEC-6 tox -3.7, HSF1 inh -4.1, aSyn UTR inh 9.7, HIF act -0.2, KLF5 inh -17.8, HSP90 inh -3.6, HSF1 activator -7.8 and AI-2 QS mod 27.0.
For C=C1CCC(O)C2(C)CCC3C(C)C(=O)OC3C12O (centres undefined) the results were HDAC3 inh 2.5, Platelet DG rel 19.2, IEC-6 tox -0.4, HSF1 inh -1.8, aSyn UTR inh 10.5, HIF act 0.6, KLF5 inh -17.1, HSP90 inh 3.0, HSF1 activator -2.2 and AI-2 QS mod 11.0.
Brc1ccc(-c2csc(Nc3nc(-c4ccc(Br)cc4)cs3)n2)cc1 was read as HDAC3 inh -0.2, Platelet DG rel -3.0, IEC-6 tox 11.2, HSF1 inh 7.9, aSyn UTR inh -18.6, HIF act 0.5, KLF5 inh -23.0, HSP90 inh 8.0, HSF1 activator -1.8 and AI-2 QS mod 17.3.
For Cn1c(=O)c2c(nc(SCc3cccnc3)n2Cc2ccc(F)cc2)n(C)c1=O the results were HDAC3 inh -0.4, Platelet DG rel 4.4, IEC-6 tox -2.9, HSF1 inh 2.7, aSyn UTR inh 34.7, HIF act -0.6, KLF5 inh 3.3, HSP90 inh 0.6, HSF1 activator 0.0 and AI-2 QS mod 39.8.
`CC1CN=C(c2cccn2Cc2ccc(F)cc2Cl)O1` (centres undefined) gave HDAC3 inh 8.7, Platelet DG rel 3.0, IEC-6 tox -5.5, HSF1 inh -2.8, aSyn UTR inh 9.2, HIF act -0.6, KLF5 inh -39.1, HSP90 inh -0.7, HSF1 activator -2.2 and AI-2 QS mod 30.4.
For O=C(CCC1CCN(C(=O)c2cccc(Cl)c2F)CC1)Nc1ccccc1 the results were HDAC3 inh 1.6, Platelet DG rel 12.5, IEC-6 tox -1.0, HSF1 inh -0.5, aSyn UTR inh 1.3, HIF act 0.0, KLF5 inh -10.1, HSP90 inh -2.3, HSF1 activator 17.0 and AI-2 QS mod 32.8.
For O=C(Nn1cnnc1)c1cc(Cl)cc(Cl)c1 the results were HDAC3 inh 1.4, Platelet DG rel 0.1, IEC-6 tox 3.3, HSF1 inh 5.3, aSyn UTR inh 3.0, HIF act -10.7, KLF5 inh -31.8, HSP90 inh -3.2, HSF1 activator 41.4 and AI-2 QS mod 14.5.
Screening CC1CN(C2=CC(=O)CCC2)CC(C)O1 (centres undefined) returned HDAC3 inh 3.5, Platelet DG rel -0.6, IEC-6 tox -5.0, HSF1 inh -0.6, aSyn UTR inh -1.2, HIF act -0.4, KLF5 inh -33.0, HSP90 inh -4.6, HSF1 activator -12.5 and AI-2 QS mod 18.2.
O=C(Cn1cc(Cl)ccc1=O)c1ccc(Cl)cc1 was read as HDAC3 inh -4.0, Platelet DG rel -3.6, IEC-6 tox 2.2, HSF1 inh 5.0, aSyn UTR inh -10.3, HIF act 0.4, KLF5 inh -16.7, HSP90 inh 1.7, HSF1 activator 5.0 and AI-2 QS mod -53.6.
`O=C(CSc1cn(Cc2ccccc2)c2ccccc12)N1CCOCC1` gave HDAC3 inh 1.7, Platelet DG rel -1.7, IEC-6 tox -3.3, HSF1 inh 16.1, aSyn UTR inh -129.4, HIF act 3.5, KLF5 inh -35.1, HSP90 inh -0.8, HSF1 activator 15.4 and AI-2 QS mod 0.4.
For Cn1cc(CN2CCC(O)CC2)c(-c2ccc(Oc3ccccc3)cc2)n1 the results were HDAC3 inh -3.5, Platelet DG rel 0.8, IEC-6 tox 2.7, HSF1 inh -5.8, aSyn UTR inh 7.1, HIF act 0.2, KLF5 inh -19.3, HSP90 inh 4.0, HSF1 activator -15.9 and AI-2 QS mod 24.2.
`Clc1ccc(/C=N/Nc2ccccn2)cc1` gave HDAC3 inh 6.7, Platelet DG rel 2.5, IEC-6 tox 2.8, HSF1 inh 11.7, aSyn UTR inh -162.9, HIF act 1.4, KLF5 inh -55.1, HSP90 inh -0.4, HSF1 activator 45.7 and AI-2 QS mod 13.6.
O=C(Nc1ccccc1)C1=C[C@H](c2ccccc2)C[C@H](OCCCCO)O1 was read as HDAC3 inh 5.4, Platelet DG rel -0.1, HSF1 inh 24.1, aSyn UTR inh -146.5, HIF act 3.7, HSF1 activator 37.0 and AI-2 QS mod 11.2.
Cn1ccsc1=NC(=O)c1ccc(S(C)(=O)=O)c([N+](=O)[O-])c1 was read as HDAC3 inh -0.6, Platelet DG rel 1.3, IEC-6 tox 1.8, HSF1 inh 12.5, aSyn UTR inh -21.4, HIF act 0.0, KLF5 inh -0.9, HSP90 inh -5.3, HSF1 activator 7.6 and AI-2 QS mod 53.8.
For Cc1ccc(OC(C)C(=O)N2CC(=O)Nc3ccccc32)cc1 (centres undefined) the results were HDAC3 inh -1.1, Platelet DG rel 1.7, IEC-6 tox -2.6, HSF1 inh 4.5, aSyn UTR inh 10.1, HIF act inconclusive, KLF5 inh 0.8, HSP90 inh 2.5, HSF1 activator 16.1 and AI-2 QS mod 22.8.
`CCNC(=S)Nc1cc(OCC)c(NC(=O)c2ccco2)cc1OCC` gave HDAC3 inh 1.6, Platelet DG rel -4.3, IEC-6 tox 11.7, HSF1 inh 3.1, aSyn UTR inh 21.8, HIF act -0.1, KLF5 inh -27.8, HSP90 inh 0.9, HSF1 activator 19.6 and AI-2 QS mod 17.7.
`COc1cc(OC)c2ccc(=O)oc2c1C(CC(=O)N1CCOCC1)c1ccc(N(C)C)cc1` (centres undefined) gave HDAC3 inh -16.0, Platelet DG rel 0.2, HSF1 inh 4.7, aSyn UTR inh -3.1, HIF act -1.0, HSF1 activator -9.2 and AI-2 QS mod 22.4.
For O=[N+]([O-])c1cc(/C=N/O)ccc1Sc1ccccc1 the results were HDAC3 inh 9.8, Platelet DG rel -8.2, IEC-6 tox 8.0, HSF1 inh -12.0, aSyn UTR inh 43.8, HIF act 0.0, KLF5 inh -8.2, HSP90 inh 5.9, HSF1 activator -13.8 and AI-2 QS mod 1.1.
`S=c1[nH]c(-c2ccccc2)cn1/N=C/c1ccc(Br)cc1` gave HDAC3 inh 1.4, Platelet DG rel -10.2, IEC-6 tox -5.0, aSyn UTR inh -81.4, HIF act 1.6, KLF5 inh -6.9, HSP90 inh 3.3 and AI-2 QS mod 28.7.
Screening CN1C(=O)CC(N2CCN(c3ccc(Cl)c(Cl)c3)CC2)C1=O (centres undefined) returned HDAC3 inh -2.1, Platelet DG rel -0.4, IEC-6 tox 7.6, HSF1 inh 1.9, aSyn UTR inh -9.7, HIF act 0.2, KLF5 inh -11.8, HSP90 inh -1.3, HSF1 activator -0.9 and AI-2 QS mod 11.4.
`CCOC(=O)C(C)Sc1nc2c(c(=O)[nH]c(=O)n2C)n1C/C=C(/C)Cl` (centres undefined) gave HDAC3 inh 6.4, Platelet DG rel 12.9, IEC-6 tox -2.2, HSF1 inh 2.3, aSyn UTR inh 15.9, HIF act 0.0, KLF5 inh -37.8, HSP90 inh -2.0, HSF1 activator 11.4 and AI-2 QS mod 28.2.
